Screens: PubChem BioAssay, National Center for Advancing Translational Sciences (NCATS)
WRN inhibitor: WRN helicase (human) inhibition | WRN helicase unwinding, fluorescent forked duplex, kinetic | Q14191 | Potency, µM (highest dose often 114 µM), for the others: top-dose activity change, negative = inhibition, actives largely listed as inhibitors | 360,000 compounds, 0.46% hits; also: potency is read from the fitted curve at half-maximal effect; % is scaled to controls: 0 for no effect and ±100 for the full control effect; nearly all actives have a fitted effect of over 55% in size
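Kinetic fluorescence helicase assay: unwinding of a quenched forked DNA duplex (100 nM final) with 2 mM ATP final raises red fluorescence (525/598 nm). Compounds sat 15 min at room temperature with 20 nM WRN beforehand.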
DRD3 antagonist: antagonists of human D3 dopamine receptor. P35462. D3R cells, DiscoveRx beta-arrestin luminescence, antagonist mode; stronger effect = lower value. max response, negative = inhibition, %. 360,000 compounds, 2.5% hits; in the data active = max response below about -50%; inconclusive = no clear call, values can overlap the other calls; also: % is scaled to controls: 0 for no effect and ±100 for the full control effect; mostly tested at two doses, the higher about 12 µM
Target sequence (P35462 whole entry, looked up): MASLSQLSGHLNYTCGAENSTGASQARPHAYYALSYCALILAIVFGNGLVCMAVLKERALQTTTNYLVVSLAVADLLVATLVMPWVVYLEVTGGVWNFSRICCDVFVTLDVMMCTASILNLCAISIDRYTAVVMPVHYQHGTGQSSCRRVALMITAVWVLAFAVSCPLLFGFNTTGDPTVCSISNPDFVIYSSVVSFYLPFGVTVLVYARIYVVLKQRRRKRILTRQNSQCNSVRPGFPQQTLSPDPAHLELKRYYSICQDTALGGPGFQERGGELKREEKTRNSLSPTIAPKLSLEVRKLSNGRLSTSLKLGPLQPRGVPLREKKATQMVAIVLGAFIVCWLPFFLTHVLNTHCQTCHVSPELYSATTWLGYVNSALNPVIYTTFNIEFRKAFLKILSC
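Cells expressing the human receptor were seeded at 1500 cells/well, incubated overnight at 37 degrees C in 5% CO2, then exposed to library compounds with dopamine controls for 90 minutes at 37 degrees C before luminescent detection.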
IL-2 act: IL-2 activation; IL-2 activation reporter assay, cell-based qHTS; stimulated with anti-CD3/CD4/CD28 beads; in transgenic mouse T cells; activation, % (series mostly up to about 46 µM); 360,000 compounds, 0.065% hits; AID 652025; in the data active = activation above about 50%; inconclusive = mostly about 30% to 49%; also: 0% is about no effect
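Readout: EGFP and DsRed signals by fluorescent plate cytometry. Unstimulated transgenic mouse T cells received compound 60 min before antibody-bead stimulation, then incubated 18 h at 37 degrees C.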
PLK1 PBD inh: inhibitors of human PLK1 polo-box domain binding. P53350. Plk1 PBD binding of FITC phosphopeptide, fluorescence polarization. Potency, µM, inactives show max response, negative = inhibition, usual class: inhibitors. 360,000 compounds, 2.8% hits; also: potency is read from the fitted curve at half-maximal effect; series mostly up to about 57 µM; % is scaled to controls: 0 for no effect and ±100 for the full control effect; nearly all actives have a fitted effect of over 65% in size
GLP-1R agonist: agonists of human GLP-1 receptor; P43220; HEK293 GLP-1R CRE-luciferase, luminescence, 4-6 h; cells express a hypersensitive GLP-1R form; Potency, µM (highest dose often 45.6 µM), inactives show top-dose activation, usual class: activators; 380,000 compounds, 0.007% hits; AID 624172; also: potency is read from the fitted curve at half-maximal effect; % of control where 0% means no effect
Target sequence (P43220 whole entry, looked up): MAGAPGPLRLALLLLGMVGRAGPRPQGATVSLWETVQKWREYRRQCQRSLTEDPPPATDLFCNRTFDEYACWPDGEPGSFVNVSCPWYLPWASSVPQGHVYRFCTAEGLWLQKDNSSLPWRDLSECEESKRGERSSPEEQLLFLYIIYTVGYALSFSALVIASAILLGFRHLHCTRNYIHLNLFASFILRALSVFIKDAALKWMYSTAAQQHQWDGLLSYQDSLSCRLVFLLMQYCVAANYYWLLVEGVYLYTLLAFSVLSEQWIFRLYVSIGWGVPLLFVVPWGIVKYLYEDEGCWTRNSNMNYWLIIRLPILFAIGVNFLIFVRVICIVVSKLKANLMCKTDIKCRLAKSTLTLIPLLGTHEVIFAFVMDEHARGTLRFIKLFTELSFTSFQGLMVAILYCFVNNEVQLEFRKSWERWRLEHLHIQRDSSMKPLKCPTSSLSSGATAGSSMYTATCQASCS
D3 ag: D3 dopamine receptor (human) agonism; P35462; D3R DiscoveRx beta-arrestin cells, luminescence, 90 min; max activation, %; 410,000 compounds, 0.58% hits; AID 652048; in the data active = max activation above about 30%; also: 0% is about no effect; mostly tested at two doses, the higher about 12 µM
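Agonist mode: compounds and dopamine controls were applied to plated cells for 90 min at 37 degrees C after an overnight attachment at 1500 cells/well. Luminescent read-out followed 30 - 60 minutes at room temperature with DiscoveRx detection reagent.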
GLP-1R inv ag: GLP-1 receptor (human) inverse agonism; P43220; HEK293 GLP-1R CRE-luciferase, luminescence, 24 h; GLP-1R form is constitutively active; Potency, µM (highest dose often 38.3 µM), without a hit: at the top dose activity change, negative = inhibition, actives largely listed as inhibitors; 410,000 compounds, 1.6% hits; also: potency is read from the fitted curve at half-maximal effect; % is scaled to controls: 0 for no effect and ±100 for the full control effect; nearly all actives have a fitted effect of over 55% in size
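Using stably transfected HEK293 (constitutively active GLP-1R, cAMP-luciferase reporter), compounds were incubated 24 hr and luciferase measured by luminescence.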
HEK293 tox: cytotoxicity counter-screen for GLP-1 receptor inverse agonists | HEK293 cAMP-luciferase reporter cells, luminescence, 24 h | Potency, µM (highest dose often 38.3 µM), inactives show top-dose activity change, negative = inhibition, most hits filed as inhibitors | 410,000 compounds, 0.13% hits;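 also: loss of luciferase light is scored as toxicity; potency is read from the fitted curve at half-maximal effect; % is scaled to controls: 0 for no effect and ±100 for the full control effect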
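A 23 nL compound transfer followed 12 hours of cell culture at 37 deg C; exposure then lasted 24 hr. Luciferase assay detection reagent was dispensed and plates read for luminescence after a 12 min room-temperature wait.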
PI5P4K alpha inh: PI5P4K alpha (human) kinase inhibition; 330,000 compounds, 1.2% hits; PI5P4Kalpha enzyme, ADP-Glo luminescence, 60 min; stronger effect = lower value; P48426; max response, %; AID 652105; active = max response of -50% or lower; inconclusive = between -30% and -50%; inactive = -30% or higher; also: value at the top dose of about 77 µM; % is scaled to controls: 0 for no effect and ±100 for the full control effect
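Human PI5P4Kalpha with substrate in 0.038 M HEPES pH 7.4, 0.28 mM EGTA, 0.1% CHAPS, 5% DMSO; reaction started with 5 microM ATP (final), 60 min at room temperature. ADP formed read by ADP-Glo luminescence.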
* hit, by the source's call; ? = inconclusive; · = no result given; & = joins results of further samples; [ ] = remark or other dose. Unless noted, calls follow the shape of the dose curve; as a rule, active = well fitted curve in the direction sought with a large enough effect; inconclusive = small, poorly fitted or top-dose-only effect, or another doubt; inactive = no such curve, though single readings can be large; an effect the other way counts as inactive or inconclusive.

SMILES	WRN inhibitor	DRD3 antagonist	IL-2 act	PLK1 PBD inh	GLP-1R agonist	D3 ag	GLP-1R inv ag	HEK293 tox	PI5P4K alpha inh
CSc1ncc(Cl)c(C(=O)Nc2cccc(Cl)c2)n1	1%	29	0.1	0%	6%	3	?	5%	-2
COC(=O)c1ccccc1NC(=O)CN1CCCCC1	-10%	11	-5.9	-8%	-2%	-2	-22%	0%	9
CCC(C)NC(=O)CN(c1cc(Cl)cc(Cl)c1)S(C)(=O)=O (stereo unspecified)	3%	0	-2.1	3%	-4%	1	-17%	3%	6
O=C(c1c[nH]c(C(=O)C(Cl)(Cl)Cl)c1)c1ccccc1Br	3%	-12	-1.0	-13%	1%	7	-2%	6%	-7
CCOC(=O)Cc1csc(NC(=O)CSc2cc(Cl)ccc2Cl)n1	25%	-19	1.1	-3%	-12%	-5	0%	16%	5
CCCNC(=O)CNC(=S)N(Cc1cc(OC)c(OC)c(OC)c1)C1CCCC1	6%	-8	-0.9	-10%	9%	2	10%	0%	-5
COc1ccc(OCc2cc(C(=O)NCCc3ccccc3)no2)c(Cl)c1	-7%[57.1 µM]	-11	-2.1	-8%	10%	4	4.5µM*	-24%	14
CC(=NCc1cccnc1)C1=C(O)c2ccccc2C1=O	0%	18	1.2	-1%	6%	4	31%[activator]	-16%	-1
Cc1cc(C)c2nc(-c3cccnc3)cc(C(=O)NC(C)c3cnn(C)c3C)c2c1 (stereo unspecified)	4%	1	-1.9	-1%	8%	8	19%	1%	-8
CCOC(=O)c1c(NC(=O)c2nn(CC)cc2Br)c(C#N)nn1-c1ccccc1	2%	9	-2.5	0%	10%	12	1%	-20%	·
O=C(Nc1ccon1)c1sc2cc(F)ccc2c1Cl	-5%	15	-2.7	2%	-33%[inhibitor]	1	69%[activator]	17%	-7
CCOc1ccc(NC(=O)CN2CCN(CC(=O)Nc3ccccc3OC)CC2)cc1	0%	16	3.7	6%	-6%	0	?	-8%	-1
C[C@H](O)c1[nH]c2cc(F)ccc2c1[C@H](C)O	4%	-23	0.8	-8%	13%	11	2%	1%	-3
COC(=O)Cn1c(O)c(N=NC(=O)c2ccc3c(c2)OCO3)c2ccccc21	-7%	-15	-2.4	0%	-1%	4	0%	-15%	-2
COc1ccc(N(C)C(=O)Cn2cc(S(=O)(=O)N3CCN(c4ccccc4F)CC3)c3ccccc3c2=O)c(OC)c1	·	·	·	·	1%	-11	?	-2%	·
Cc1cc2cc(CNC(=O)c3ccc(S(=O)(=O)N4CCCCC4)cc3)ccc2n1C	9%	-15	0.7	-5%	-1%	-9	?	?	-6
COc1cc(-c2nc(-c3ccncc3)no2)cc(OC)c1OC	-6%	21	-1.2	?	4%	4	21%	4%	·
COc1cnc(-c2ccccn2)nc1Oc1ccc(C(C)(C)C)cc1	-6%	-53*	-0.5	-7%	17%	-18	?	?	7
COc1cc(/C=C/C(=O)Nc2nc3ccc(S(=O)(=O)NC(C)C)cc3s2)cc(OC)c1OC	-19%	2	1.7	2%	-8%	-2	20%	2%	-3
CCCn1c(SC(C)C(=O)NC2CCCC(C)C2C)n[nH]c1=O (stereo unspecified)	3%	?	-0.8	-22%	7%	-1	-6%	-6%	3
COc1ccc(C(C)(C)C)cc1NC(=O)CN1C(=O)C(=O)N(Cc2ccco2)C1=O	-4%	-4	0.9	-7%	0%	2	1%	0%	8
CC(=O)c1ccc(NS(=O)(=O)c2ccc3c(c2)N(C(C)=O)CCO3)cc1	1%	-15	2.0	-4%	1%	3	34%	3%	-13
CCC(CC)c1nn2c(N)c(/C=C3\C=Nc4ccccc43)c(=O)nc2s1	-6%	-15	0.5	-1%	-5%	8	-5%	15%	3
CCOC(=O)N1CCN(C(=O)C(C)c2ccc([N+](=O)[O-])cc2)CC1 (stereo unspecified)	-22%	-26	1.3	-3%	-2%	-1	12%	10%	-7
O=C(NCCCO)NC(=S)c1cccc2ccccc12	-4%	-8	1.8	-6%	9%	-6	-1%	0%	6
(cont.)
SMILES	WRN inhibitor	DRD3 antagonist	IL-2 act	PLK1 PBD inh	GLP-1R agonist	D3 ag	GLP-1R inv ag	HEK293 tox	PI5P4K alpha inh
O=C(O)CCCNS(=O)(=O)c1cccs1	6%	-16	-0.6	-10%	-7%	-6	7%	7%	-1
CCCCCCNC(=O)O[C@@]12CN(S(=O)(=O)c3ccc(C)cc3)C[C@]1(O)Cn1c(=O)n(CCCCCC)c(=O)n1C2	-8%	-7	2.6	-8%	4%	2	8%	8%	8
CCn1c(Cc2ccc(OC)cc2)nnc1SCC(=O)Nc1ccc(N2CCOCC2)cc1	4%	0	-2.3	-8%	0%	9	2%	0%	-4
O=C(CCn1nc(-c2ccc(Cl)cc2)ccc1=O)N1CCN(c2ccccn2)CC1	-14%	-2	-4.2	-7%	3%	3	0%	-8%	1
CCOC(=O)c1cnn(CCOC(=O)c2cccs2)c1NC(=O)c1cccs1	3%	?	-0.3	-6%	-8%	-24	-28%	-5%	·
CC1=CCC[C@@H]2[C@@](C)(CC/C(C)=C/C(=O)O)[C@H](C)CC[C@@]12C	?	-20	0.0	?	-3%	17	?	3%	12
COc1cccc(NC(=O)Nc2cccc(-c3cn4cccnc4n3)c2)c1	·	·	·	·	-3%	0	3%	2%	·
O=C(/C=C/c1ccco1)Nc1ccc2nc3n(c(=O)c2c1)CCCC3	-9%[11.6 µM]	24	-0.3	1%	6%	5	117%[activator]	0%	0
Fc1ccccc1CSc1ncn[nH]1	-2%	-9	-2.6	-27%	-1%	0	1%	17%	0
Cc1nc2ccc(NC(=O)c3ccc(S(=O)(=O)N(C)C)cc3)cc2s1	-1%	5	3.8	-1%	7%	3	-3%	-18%	-2
O=C(COc1cc2oc(=O)c3c(c2cc1Cl)CCC3)Nc1ccccn1	5%	-7	0.8	-15%	3%	2	-1%	5%	1
CCCC1=C(C(=O)OCC)C(c2c(C)nn(-c3ccccc3)c2Cl)C(C#N)=C(N)O1 (stereo unspecified)	-10%	26	0.9	-25%	29%	1	?	-6%	0
CC1(c2ccc([N+](=O)[O-])c(CS(=O)(=O)c3ccccc3)c2)OCCO1	3%[57.1 µM]	6	-0.6	-4%	4%	5	22%	23%	-3
COc1c(Cl)cc(Cl)cc1C(=O)Nc1ccc(C(=O)O)cc1	-2%	-18	-1.9	-11%	-7%	-3	11%	11%	1
Cc1ccc(-n2nc3c(=O)n(CC(=O)NCc4ccc(C)o4)nc(C)c3c2C)cc1	6%	-9	-1.9	-8%	-2%	7	?	-4%	1
CCOC(=O)c1ccc(N2C(=O)C3C(C2=O)C(C(=O)c2ccc(Cl)cc2)N2CCCC32)cc1 (stereo unspecified)	-5%	-22	-1.8	-4%	11%	-5	52%[activator]	-15%	-23
Cn1cccc1C(=O)C(=O)Nc1ccc(F)c(F)c1	-1%	-1	0.5	6%	6%	-5	12%	-10%	-1
CCOC(=O)N1CCN(C(=O)c2nc3ccccc3s2)CC1	1%	49	1.1	1%	3%	-4	7%	-1%	8
O=C(CSc1nnc(C2CC2)n1C1CC1)c1ccc(F)c(F)c1	2%	-12	0.3	-15%	8%	-4	-12%	-7%	-9
CCC(C)(C(=O)NC1CCCC1)N(C(=O)c1cnccn1)c1c(C)n(C)n(-c2ccccc2)c1=O (stereo unspecified)	11%	10	-1.1	-2%	-17%	4	7%	-1%	·
COC(=O)[C@H]1C[C@@]2(O)CN(S(=O)(=O)c3ccc(C)cc3)C[C@@]2(OC(=O)NCc2ccc(OC)c(OC)c2)C[C@H]1C(=O)OC	0%	16	2.4	?	18%	1	20%	-5%	0
Cc1cc(C)n(Cc2ccccc2)c(=O)c1S(=O)(=O)c1ccccc1	-6%	24	0.7	3%	-6%	4	0%	-6%	-1
CSc1ccc(CN(C)C(C)C(=O)Nc2ccc(F)c(F)c2F)cc1 (stereo unspecified)	-3%	2	-0.9	-11%	17%	-4	?	2%	28
COc1ccc(OC)c(NC(=O)CN2CCc3ccccc3C2)c1	-7%	-10	-2.0	0%	23%	-16	-25%	-2%	19
COc1cccc(CSC(C(=O)O)c2ccccc2)c1 (stereo unspecified)	5%	16	0.7	-7%	-1%	2	-4%	1%	1

An excerpt from above in order of length of the SMILES, smallest number first.
SMILES	WRN inhibitor	DRD3 antagonist	IL-2 act	PLK1 PBD inh	GLP-1R agonist	D3 ag	GLP-1R inv ag	HEK293 tox	PI5P4K alpha inh
CSc1ncc(Cl)c(C(=O)Nc2cccc(Cl)c2)n1	1%	29	0.1	0%	6%	3	?	5%	-2
COc1cccc(NC(=O)Nc2cccc(-c3cn4cccnc4n3)c2)c1	·	·	·	·	-3%	0	3%	2%	·
Cc1cc(C)c2nc(-c3cccnc3)cc(C(=O)NC(C)c3cnn(C)c3C)c2c1 (stereo unspecified)	4%	1	-1.9	-1%	8%	8	19%	1%	-8
CCC(C)(C(=O)NC1CCCC1)N(C(=O)c1cnccn1)c1c(C)n(C)n(-c2ccccc2)c1=O (stereo unspecified)	11%	10	-1.1	-2%	-17%	4	7%	-1%	·

Following part.
SMILES	WRN inhibitor	DRD3 antagonist	IL-2 act	PLK1 PBD inh	GLP-1R agonist	D3 ag	GLP-1R inv ag	HEK293 tox	PI5P4K alpha inh
O=C1NC(c2ccccc2)=C(c2ccc3ccccc3n2)C(c2ccccc2)N1 (stereo unspecified)	-3%	2	-3.7	-4%	14%	3	?	-10%	-9
CCN(CC)S(=O)(=O)c1ccc2[nH]c(=O)cc(C(=O)Nc3cccc(C(C)=O)c3)c2c1	3%	0	5.4	8%	8%	1	25%	3%	1
O=C(N/N=C/c1ccccc1[N+](=O)[O-])c1cnccn1	3%	13	1.8	0%	9%	2	2%	3%	8
Cc1ccc(NC(=S)c2ccccc2)cc1	-10%	-13	2.2	-5%	-7%	-6	-5%	-19%	10
COc1ccc(C(=O)Nc2nnc(S(=O)(=O)N3CCOCC3)s2)cc1	-1%	23	1.5	-1%	-5%	2&-12	3%&10%	-11%&1%	-9
O=[N+]([O-])c1ccc(/C=N/N2CCN(Cc3ccccc3)CC2)cc1	-7%	6	-0.6	2%	4%	-3	?	-12%	7
CCn1cc(CN2CCC(Oc3ccc(C(=O)N4CCCCC4)cc3)CC2)cn1	-14%	?	-0.6	-7%	10%	-2	-16%	19%	0
COc1ccc(Cc2nc3ccccc3n2C)cc1	-33%	-11	1.1	-7%	0%	-4	-28%	11%	-7
